G6PDH CS: inhibits Leuconostoc G6PDH, flagging false hits in G6PDH-based assays; inhibition, % at 5 µM; Purified L. mesenteroides G6PDH, diaphorase/resazurin coupled fluorescence, 45 min; actives 0.12% (n = 200,000); in the data active = inhibition above about 50%
Diaph inh CS: counter-screen for diaphorase-based assays: diaphorase inhibitors and chemical oxidizers. diaphorase resazurin-to-resorufin fluorescence, NADH, 16 min; bacterial (C. kluyveri) enzyme, not human. inhibition, % at 20 µM. actives 0.69% (n = 190,000). AID 1217;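 active = primary screen inhibition at 20 µM above a set limit, cut at about 50% in these data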;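 also: plate controls were DMSO with full reaction for no effect and wells lacking NADH for full effect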
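Test system: diaphorase enzyme from Clostridium kluyveri; amount: diaphorase at 0.14 U/mL in enzyme working solution; detection: fluorescence of resorufin formed from resazurin, Ex 544/Em 590 nm; times: reaction incubation of 16 min at room temperature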
STAT1 activator: STAT1 signaling activation; NIH 3T3 STAT1-luciferase reporter, IFN-gamma, luminescence; 100% = IFN-gamma alone, no compound; activation (% of control), % at 5.5 µM; actives 2.6% (n = 200,000);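 active = activation above the screen-wide mean activation plus 3 SD, cut at about 130% in these data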;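 also: raw ratio to IFN-gamma control signal so 100% means no change and 0% no light; values of inactives mirror those of a sister screen read the other way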
FLuc inh counter: counter-screen for luciferase assay inhibitors: firefly luciferase inhibition; AID 1006; inhibition, % at 10 µM; actives 1.5% (n = 200,000); ATPLite firefly luciferase biochemical luminescence, 10 min; P08659;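 active = inhibition above about 50% when tested at 10 µM, limit read from the data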
TLR4-MyD88 BLA: blocks binding of human TLR4 to MyD88; HeLa CL3-4 TLR4/MyD88 BLA complementation, FRET ratio; inhibition, % at 8.4 µM; actives 0.18% (n = 200,000); in the data active = inhibition above about 25%;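 also: 0% = vehicle and 100% = reference inhibitor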
Target sequence (O00206 whole entry, looked up): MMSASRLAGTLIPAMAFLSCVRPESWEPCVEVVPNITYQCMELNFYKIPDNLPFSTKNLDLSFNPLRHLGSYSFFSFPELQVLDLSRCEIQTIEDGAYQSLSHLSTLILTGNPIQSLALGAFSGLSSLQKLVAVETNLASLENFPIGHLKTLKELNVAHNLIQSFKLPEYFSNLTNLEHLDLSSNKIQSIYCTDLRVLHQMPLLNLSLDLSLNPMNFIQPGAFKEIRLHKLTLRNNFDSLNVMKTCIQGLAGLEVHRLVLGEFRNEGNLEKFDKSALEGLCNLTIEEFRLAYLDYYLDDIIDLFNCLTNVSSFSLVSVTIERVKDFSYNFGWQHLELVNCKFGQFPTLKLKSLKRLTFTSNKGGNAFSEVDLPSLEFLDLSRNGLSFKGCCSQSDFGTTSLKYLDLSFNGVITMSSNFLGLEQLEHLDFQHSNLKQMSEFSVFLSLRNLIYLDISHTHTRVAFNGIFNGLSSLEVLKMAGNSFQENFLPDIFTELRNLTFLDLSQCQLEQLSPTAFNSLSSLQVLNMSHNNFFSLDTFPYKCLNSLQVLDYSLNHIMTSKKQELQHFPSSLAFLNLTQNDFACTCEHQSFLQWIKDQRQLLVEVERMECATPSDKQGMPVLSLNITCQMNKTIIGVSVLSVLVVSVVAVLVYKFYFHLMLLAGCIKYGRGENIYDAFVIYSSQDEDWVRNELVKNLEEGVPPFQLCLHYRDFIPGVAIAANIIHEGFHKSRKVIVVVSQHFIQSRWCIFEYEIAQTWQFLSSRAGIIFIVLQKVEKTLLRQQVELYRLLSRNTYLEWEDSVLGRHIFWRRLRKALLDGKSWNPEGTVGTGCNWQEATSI
Target sequence (Q99836 whole entry, looked up): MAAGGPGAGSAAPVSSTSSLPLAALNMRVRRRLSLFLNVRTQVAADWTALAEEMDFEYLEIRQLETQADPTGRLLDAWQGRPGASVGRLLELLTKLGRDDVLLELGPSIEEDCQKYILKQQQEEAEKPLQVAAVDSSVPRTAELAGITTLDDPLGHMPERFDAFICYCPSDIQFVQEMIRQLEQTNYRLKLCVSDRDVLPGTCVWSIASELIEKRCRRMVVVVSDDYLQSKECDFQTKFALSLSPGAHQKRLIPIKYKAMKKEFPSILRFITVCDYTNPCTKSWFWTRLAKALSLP
FLuc act counter: firefly luciferase counter-screen for stimulation assays; P08659; ATPlite luciferase biochemical, luminescence, 10 min; 0 = ATP-free wells, 1 = DMSO control; activation factor at 10 µM; 200,000 tested, under 10 active;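 active = luciferase activation factor, scaled between plate controls, of at least 2 with compound at 10 µM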
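Assay system – cell-free luciferase reagent · Medium – PBS-based ATP solution · Dosing – test compounds dosed from 2 mM stocks in 100% DMSO · Timing – 10 min, room temperature · Technique – light output (luminescence) · Measure – luminescence gain marking luciferase activators · Controls – No-ATP low control, compound-free enzyme-plus-ATP high control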
NF-kB neuron act: compounds increasing NF-kB expression in human neuronal cells; NF-kB reporter expression; stronger effect = higher value; fold change at 12.5 µM; actives 1.6% (n = 190,000); in the data active = fold change above about 3.3
APP 5UTR inh: APP translation inhibition. SH-SY5Y APP 5'UTR-luciferase reporter, luminescence. inhibition, % at 2 µM. actives 0.82% (n = 190,000);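 active = inhibition above a set limit, derived from the sample mean plus 3 SD, cut at about 45% in these data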; also: values of inactives mirror those of a sister screen read the other way
APP 5'UTR act: activates APP 5'UTR luciferase reporter | SH-SY5Y APP 5'UTR luciferase reporter, luminescence; zero percent = DMSO vehicle wells | activation, % at 2 µM | actives 1% (n = 190,000);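 active = activation above a set limit, based on mean plus 3 SD of controls, cut at about 140% in these data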; also: values of inactives mirror those of a sister screen read the other way
Diaphorase act: activates diaphorase or chemically reduces, flagging diaphorase assay artifacts; AID 1229; Diaphorase/resazurin coupled assay, resorufin fluorescence, 16 min; stronger effect = higher value; 1 = vehicle wells, 0 = NADH-free wells; activation factor at 20 µM; actives 0.005% (n = 190,000);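 active = diaphorase activity raised at least twofold by the compound at 20 µM; inactive = activation factor below 2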
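Material: Purified diaphorase enzyme from Clostridium kluyveri | Buffer or medium: 50 mM HEPES pH 7.4 with 4.542 mM MgCl2, 0.005% Tween 20 | Times: 16 min enzyme reaction, ambient temperature | Signal: Red resorufin fluorescence at 544/590 nm excitation/emission | Measure: Increased resorufin signal from activators or reducing compounds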
Starred values were filed as active, the others as inactive; . = no result given.

entry	Compound	G6PDH CS	Diaph inh CS	STAT1 activator	FLuc inh counter	TLR4-MyD88 BLA
1	CCN(CC)CCCNC(=O)CSc1nc(-c2cccs2)cc(C(F)(F)F)n1	3	0	91	-9	-13
2	Cn1cc(-c2ccccc2)cc(C#N)c1=O	3	2	102	-4	-3
3	CCCCn1ccnc1C(=O)c1ccc(S(=O)(=O)N(CCOC)CCOC)cc1	-1	14	100	-5	8
4	CC(=O)Nc1ccc(S(=O)(=O)N=S(C)C)cc1	6	4	88	-4	3
5	O=C(NCN1CCN(c2ccccc2F)CC1)c1ccccc1	-3	3	89	-5	1
6	Cc1ccc(S(=O)(=O)N(Cc2ccc(Cl)cc2)c2ccccc2C(=O)NCc2cccnc2)cc1	-18	10	102	-4	5
7	CC(NC(=O)CN(c1cccc(C(F)(F)F)c1)S(=O)(=O)c1ccc(Cl)c([N+](=O)[O-])c1)c1ccccc1 (stereo not drawn)	18	15	92	-8	-4
8	Cc1ccc(-n2c(=S)[nH]c3[nH]ncc3c2=O)cc1	5	48	102	-6	6
9	CCN(CC)c1nc2cc(OC)ccc2cc1C#N	-21	24	96	-6	0
10	CCc1nc2ccccc2c(=O)n1NCCc1ccccc1	8	17	103	-4	-3
11	CCOc1[nH]n(-c2ccccc2)c(=O)c1C=Nc1ccc(C(=O)OC)cc1	0	3	100	6	-11
12	CC1CC(C)(C)Nc2ccc(N=O)cc21 (stereo not drawn)	12	26	102	6	3
13	Cc1cccc(NC2=NC(C)(C)N=C(N)N2)c1	11	-2	99	-7	-4
14	Cc1ccccc1C(=O)NC1CCN(CC(=O)Nc2c(C)cccc2C)CC1	4	-3	96	-7	-1
15	O=S(=O)(NCc1csc(-c2cccnc2)n1)c1ccc(Cl)s1	-16	5	94	-8	10

entry	FLuc act counter	NF-kB neuron act	APP 5UTR inh	APP 5'UTR act	Diaphorase act
1	1.1	0.92	-5	5	1
2	1	1.1	5	-5	1
3	1.1	1.4	9	-9	0.9
4	1	0.97	22	-22	1
5	1	1.1	4	-4	1
6	1	0.81	10	-10	0.9
7	1.1	1.1	8	-9	0.8
8	1.1	1.1	-23	23	0.5
9	1.1	0.83	4	-4	0.8
10	1	1.3	0	0	0.8
11	0.9	1.1	8	-8	1
12	0.9	0.49	65*	-65	0.7
13	1.1	2.6	4	-4	1
14	1.1	1.2	11	-11	1
15	1.1	1	-15	15	0.9

APP 5UTR inh: what is marked active above.
nr	SMILES	G6PDH CS	STAT1 activator	TLR4-MyD88 BLA	NF-kB neuron act	APP 5UTR inh	APP 5'UTR act	Diaphorase act
12	CC1CC(C)(C)Nc2ccc(N=O)cc21 (stereo not drawn)	12	102	3	0.49	65*	-65	0.7

Additional structures
entry	Compound	G6PDH CS	Diaph inh CS	STAT1 activator	FLuc inh counter	TLR4-MyD88 BLA
16	COCCCN1C(=O)C(=O)/C(=C(/O)c2ccc(OCC(C)C)cc2)C1c1cccnc1 (stereo not drawn)	-3	-1	96	2	-3
17	COc1cc(NC(=S)NCc2cccnc2)cc(OC)c1OC	5	7	104	-8	-10
18	Cc1cc(C)n(C2CCCCC2OC(=O)c2ccccc2)n1 (stereo not drawn)	3	8	102	-8	-13
19	O=C(/C=C/c1ccc(Br)cc1)NC(=O)c1ccccc1O	-4	8	96	91*	2
20	Cc1ccc2nc(SC(C)C(=O)N3CCCCC3)[nH]c2c1 (stereo not drawn)	4	10	114	40	12
21	CCC(C)(C(=O)NC1CCCC1)N(CC1CCCO1)C(=O)c1ccc2c(c1)OCO2 (stereo not drawn)	6	6	100	-8	-6
22	N#Cc1ccsc1NC(=O)COc1ccc(-c2nnco2)cc1	6	30	118	6	6
23	COCCNC(=O)CSc1nc2ccccc2c(=O)n1CCC(=O)NCCc1ccc(OC)c(OC)c1	7	8	97	-1	-4
24	CCCCCCSc1cc(C)nc2ncnn12	-2	7	.	-1	.
25	CSc1ccccc1NC(=O)CN1CC(C)OC(C)C1 (stereo not drawn)	1	6	96	-2	5
26	O=C(NC1CCCc2ccccc21)C1CCN(c2nnc(-n3cccc3)s2)CC1 (stereo not drawn)	-37	-1	91	-9	-26
27	O=S(=O)(c1ccc(N2CCCC2)nc1)N1CCCC1	-1	-1	87	-6	-6
28	Cc1ccc(C(=O)N/C(=C/c2ccc(-c3cccc([N+](=O)[O-])c3)o2)C(=O)NC(C)C)cc1	3	29	101	-4	16
29	Cc1ccccc1Cn1nnc2c1C(=O)c1ccccc1C2=O	.	.	101	.	0
30	Cc1ccc(N2C(=O)C(F)(F)C2c2ccccc2)cc1 (stereo not drawn)	15	6	98	3	4

entry	FLuc act counter	NF-kB neuron act	APP 5UTR inh	APP 5'UTR act	Diaphorase act
16	1	1.1	-1	1	1
17	1.1	1.1	9	-9	0.9
18	1.1	1.2	18	-18	0.9
19	0.1	3.9*	-95	95	0.9
20	0.6	1.1	-2	2	0.9
21	1.1	1.8	0	0	0.9
22	0.9	1.3	-56	94	0.7
23	1	1	15	-15	0.9
24	1	0.89	0	0	0.9
25	1	1.4	4	-5	0.9
26	1.1	1	15	-15	1
27	1.1	0.99	11	-11	1
28	1	0.55	2	-2	0.7
29	.	0.89	-6	6	.
30	1	1.5	18	-18	0.9

In the list so far, these contain a cyano group.
entry	Compound	G6PDH CS	Diaph inh CS	STAT1 activator	FLuc inh counter	TLR4-MyD88 BLA
2	Cn1cc(-c2ccccc2)cc(C#N)c1=O	3	2	102	-4	-3
9	CCN(CC)c1nc2cc(OC)ccc2cc1C#N	-21	24	96	-6	0
22	N#Cc1ccsc1NC(=O)COc1ccc(-c2nnco2)cc1	6	30	118	6	6

entry	FLuc act counter	NF-kB neuron act	APP 5UTR inh	APP 5'UTR act	Diaphorase act
2	1	1.1	5	-5	1
9	1.1	0.83	4	-4	0.8
22	0.9	1.3	-56	94	0.7

Profiles, looked up by structure:
`Cc1ccc(N2C(=O)C(F)(F)C2c2ccccc2)cc1` (stereo not drawn) as listed: G6PDH CS = 15; Diaph inh CS = 6; STAT1 activator = 98; FLuc inh counter = 3; TLR4-MyD88 BLA = 4; FLuc act counter = 1; NF-kB neuron act = 1.5; APP 5UTR inh = 18; APP 5'UTR act = -18; Diaphorase act = 0.9
`CCCCCCSc1cc(C)nc2ncnn12` as listed: G6PDH CS = -2; Diaph inh CS = 7; STAT1 activator = .; FLuc inh counter = -1; TLR4-MyD88 BLA = .; FLuc act counter = 1; NF-kB neuron act = 0.89; APP 5UTR inh = 0; APP 5'UTR act = 0; Diaphorase act = 0.9

Later entries.
entry	Compound	G6PDH CS	Diaph inh CS	STAT1 activator	FLuc inh counter	TLR4-MyD88 BLA
31	CC(C)Oc1ccc(C(=O)NC2(C(F)(F)F)NC(=O)N(CCCc3ccccc3)C2=O)cc1 (stereo not drawn)	-1	29	116	-7	-8
32	Cc1ccc2nsnc2c1S(=O)(=O)NCCc1c(C)[nH]c2ccc(F)cc12	-2	16	101	-4	16
33	CC(=O)n1cc(C2C(=O)CCCC2=O)c2ccccc21	6	15	97	-2	-2
34	O=[N+]([O-])c1ccc(Cl)c(-c2ccc(/C=N/c3c(-c4ccco4)nc4ccccn34)o2)c1	4	8	98	15	17
35	CN1CCN(C(=S)NC(=O)c2ccc(-c3ccccc3)cc2)CC1	2	5	106	2	5
36	Cc1ccn2cc(CCNS(=O)(=O)c3ccc4c(c3)OCCO4)nc2c1	-13	5	103	-9	-18
37	CCC(=O)Nc1c(C(=O)Nc2ccc3c(c2)OCCO3)oc2ccccc12	-3	5	144*	-5	-1
38	CCCCNC(=S)Nc1ccc(SC(F)F)cc1	-6	8	102	4	-10
39	Cc1ccc(S(=O)(=O)Nc2cccc3ncccc23)s1	13	35	187*	-5	19
40	Cc1ccc(/C=N/NC(=O)c2ccc3nc[nH]c3c2)s1	-4	6	102	13	4
41	O=C(COc1ccc2ccccc2c1)NCC(=O)N/N=C/c1ccco1	-6	-2	97	-2	0
42	Cc1cc(Cl)ccc1OCC(=O)N/N=C1\CC2C=CCC12 (stereo not drawn)	0	16	101	-10	-8
43	COc1ccc(CCNC(=O)Cn2nnc(-c3ccc(N4CCOCC4)cc3)n2)cc1OC	7	17	106	27	5
44	CCOC(=O)c1c(NC(=O)c2csc(C)c2)sc(C(C)=O)c1C	.	.	98	.	-5
45	O=C(NNS(=O)(=O)c1ccc(CCCl)cc1)C(O)(c1ccccc1)c1ccccc1	13	6	97	-5	-13

entry	FLuc act counter	NF-kB neuron act	APP 5UTR inh	APP 5'UTR act	Diaphorase act
31	1.1	0.75	10	-10	0.7
32	1	1.8	.	.	0.8
33	1	0.96	4	-4	0.8
34	0.8	1.5	18	-18	0.9
35	1	0.99	4	-4	0.9
36	1.1	1.4	-3	3	1
37	1	1.9	-123	123	1
38	1	1.7	-14	14	0.9
39	1.1	0.16	56*	-56	0.6
40	0.9	1.2	-15	15	0.9
41	1	0.87	-26	26	1
42	1.1	1.4	-2	2	0.8
43	0.7	1.5	-15	15	0.8
44	.	.	8	-8	.
45	1	1	-9	9	0.9

Additional structures:
entry	Compound	G6PDH CS	Diaph inh CS	STAT1 activator	FLuc inh counter	TLR4-MyD88 BLA
46	C=C1c2ccccc2NC(=O)N1c1ccc(OC)cc1	15	18	98	-4	-5
47	CCCCNC(=O)c1nc2ncc(Br)cn2n1	14	16	98	-2	-4
48	CCn1nnc(-c2ccccc2NC(=O)c2cc(OC)c(OC)c(OC)c2)n1	5	16	101	-6	-10
49	CCCCCCC1CC(CSC(=N)N)OC1=O (stereo not drawn)	1	11	106	-7	-2
50	COC(=O)C1=C(C(=O)c2ccccc2)C(c2cccs2)n2nnnc2N1 (stereo not drawn)	10	8	100	-7	2
51	O=C(O)CN1CCCCC1	6	14	103	-1	2
52	Cc1cccc(-c2nnc(-c3cccc(NC(=O)Cc4cccs4)c3)o2)c1	7	24	103	1	-15
53	Cc1ccc(-c2n[nH]c(=S)n2/N=C/c2ccc(C)o2)cc1	-3	35	102	2	7
54	Fc1ccc(-c2nnc(-c3ccc(Cl)cc3)o2)cc1	-9	12	135*	25	-8
55	CCOC(=O)C(NC(C)=O)(Nc1ccc(F)cc1)C(F)(F)F (stereo not drawn)	8	14	103	-3	1
56	Cc1ccc(OC(=O)c2sc(Cl)nc2C)cc1C	1	17	106	-8	-1
57	CCCOCC1CC2(CC(C)(c3csc(N)n3)OC2=O)C(=O)O1 (stereo not drawn)	1	13	99	-5	-1
58	O=C(Nc1cccc(F)c1)c1ccccc1	1	8	113	3	5
59	CC(=O)Nc1ccccc1-c1nn[nH]n1	2	9	92	-6	-14

entry	FLuc act counter	NF-kB neuron act	APP 5UTR inh	APP 5'UTR act	Diaphorase act
46	1	1.3	-20	20	0.8
47	1	1.3	-7	7	0.8
48	1.1	0.83	-6	6	0.8
49	1.1	1.5	-6	6	0.9
50	1.1	1.5	7	-7	0.9
51	1	1.1	10	-10	0.9
52	1	0.58	-29	29	0.8
53	1	0.91	-15	15	0.6
54	0.8	4.2*	-37	37	0.9
55	1	1.1	14	-14	0.9
56	1.1	0.98	-6	6	0.8
57	1.1	1.5	-28	28	0.9
58	1	1.4	-19	19	0.9
59	1.1	1	40	-40	0.9
